mcGAS RapidFire = inhibitors of Mus musculus cyclic GMP-AMP synthase, initial high-throughput assay, cell-free, RapidFire MS; Q8C6L5; recombinant mouse cGAS, cGAMP by RapidFire MS; inhibition, % at 12.5 µM; 130,000 compounds, 0.18% hits; AID 1259397, 2018;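 active means inhibition of cGAS enzyme activity at or above 60%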;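 further: enzyme stimulated by 45 bp dsDNA with ATP and GTP substrates; cGAMP share of summed cGAMP plus half ATP and half GTP signals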
Target sequence (Q8C6L5 whole entry, looked up): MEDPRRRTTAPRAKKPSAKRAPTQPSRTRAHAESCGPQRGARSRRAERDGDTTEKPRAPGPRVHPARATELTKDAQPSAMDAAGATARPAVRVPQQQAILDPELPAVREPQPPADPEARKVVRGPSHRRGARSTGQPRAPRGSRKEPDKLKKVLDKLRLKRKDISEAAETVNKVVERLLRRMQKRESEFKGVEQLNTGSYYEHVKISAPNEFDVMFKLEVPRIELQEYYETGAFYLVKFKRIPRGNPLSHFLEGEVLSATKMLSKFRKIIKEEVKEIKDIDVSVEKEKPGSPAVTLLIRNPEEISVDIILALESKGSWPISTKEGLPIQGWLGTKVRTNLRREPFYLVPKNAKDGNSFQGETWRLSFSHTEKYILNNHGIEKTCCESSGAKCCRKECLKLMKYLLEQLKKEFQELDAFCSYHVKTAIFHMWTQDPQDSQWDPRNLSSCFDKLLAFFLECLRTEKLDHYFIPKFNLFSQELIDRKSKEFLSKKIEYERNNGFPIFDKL
An asterisk follows results filed as active; & = joins results of further samples.

Start of the data: the first seven records as a preview:
# | compound | mcGAS RapidFire
1 | COc1cccc(-c2nccn2CCc2scnc2C)c1OC | -8
2 | CC(C)(C)c1nc(C(C)(C)NC(=O)C23CC4CC(CC(Br)(C4)C2)C3)no1 | 8
3 | CCn1cccc(-c2nnc(SCC(=O)Nc3ccc(Cl)cc3)n2C)c1=O | -2
4 | Cc1c(C(=O)N2CCC(N(C)c3ccccc3)CC2)[nH]c2c1C(=O)CCC2 | -5
5 | CCOc1ccc(C(=O)NCC2CCCN2S(=O)(=O)c2ccccc2)cc1 (stereo unspecified) | 1
6 | CC(C)CC1(C)N=C(c2ccccc2)C(=S)N1 (stereo unspecified) | -7
7 | Cc1cc(C2CCC2)nc(NCC(c2ccccn2)N2CCOCC2)n1 (stereo unspecified) | -2

This part in full, previewed entries included:
# | compound | mcGAS RapidFire
1 | COc1cccc(-c2nccn2CCc2scnc2C)c1OC | -8
2 | CC(C)(C)c1nc(C(C)(C)NC(=O)C23CC4CC(CC(Br)(C4)C2)C3)no1 | 8
3 | CCn1cccc(-c2nnc(SCC(=O)Nc3ccc(Cl)cc3)n2C)c1=O | -2
4 | Cc1c(C(=O)N2CCC(N(C)c3ccccc3)CC2)[nH]c2c1C(=O)CCC2 | -5
5 | CCOc1ccc(C(=O)NCC2CCCN2S(=O)(=O)c2ccccc2)cc1 (stereo unspecified) | 1
6 | CC(C)CC1(C)N=C(c2ccccc2)C(=S)N1 (stereo unspecified) | -7
7 | Cc1cc(C2CCC2)nc(NCC(c2ccccn2)N2CCOCC2)n1 (stereo unspecified) | -2
8 | NC(=O)Cc1csc(NC(=O)c2ccc3c(c2)CCCC3)n1 | -5
9 | CCOc1ccc(N2CC(C#N)=C3c4cc(OC)c(OC)cc4CCN3C2)cc1 | 4
10 | COc1ccc(Cn2c(SCc3ccccn3)nc3ccccc3c2=O)cc1 | -5
11 | COC(=O)C1=C(C)NC(=O)NC1C1CC=CCC1 (stereo unspecified) | -1
12 | CCN(CC)C(=O)N1CCOc2c(O)cc(-c3cccc(Cl)c3)cc2C1 | -17
13 | O=C1CC(c2cccs2)CC2=Nc3ccccc3NC(c3coc4ccccc4c3=O)C12 (stereo unspecified) | -25
14 | COC(=O)CCCCCNC(N)=S | -3
15 | COc1ccc(C(=O)NC2CC2)c(OC2CCN(Cc3ccccc3Cl)CC2)c1 | 2
16 | CCOC(=O)C1(Cc2ccccc2C(F)(F)F)CCN(C(=O)C2CCCO2)CC1 (stereo unspecified) | -9
17 | O=C(NCc1cn[nH]c1-c1ccc(F)cc1)C1CCC(=O)N(Cc2ccccn2)C1 (stereo unspecified) | -7
18 | CC(=O)Nc1cncc(-c2cccc(C(=O)NC3CC3)c2)n1 | 2
19 | O=c1[nH]c2sc(-c3ccccc3)cc2c(=O)n1-c1cccc(Cl)c1 | -12
20 | CC(Nc1ccc(S(=O)(=O)C(F)(F)F)cc1)C(C)n1cncn1 (stereo unspecified) | -8
21 | COC(=O)CNC(=O)Cc1ccc(NC(=O)N2CCSCC2)cc1 | -24
22 | COc1ccc(Br)cc1/C=C(\C#N)c1nn(CCO)c(N)c1C#N | 2
23 | COc1cc(C(=O)N2CCN3C(=O)CN(C)C(=O)C3C2)c2ccccc2n1 (stereo unspecified) | -14
24 | CC(C)N1CCNC(=O)C1CC(=O)NCc1cc2cc(Cl)ccc2[nH]1 (stereo unspecified) | -4
25 | CCCOc1ccc(C(=O)N2CCC(N3CCNC3=O)CC2)cc1OCCC | -6
26 | O=c1ccn(CN(Cc2cccs2)C2CC2)c2c(Br)cccc12 | -6
27 | CCCN1C(=O)C2(CCCCC2)NC1c1cnn(CC)c1 (stereo unspecified) | -5
28 | CC(C)Oc1cccc(/C=C/C(=O)NC2CCC(=O)NC2)c1 (stereo unspecified) | -2
29 | Cc1cc(C(=O)NC2C=CS(=O)(=O)C2)c2ccc(F)cc2n1 (stereo unspecified) | -22
30 | Cc1cc(C)n(CCCNc2nc3ccccc3o2)n1 | -1
31 | COCCn1c(=NC(C)=O)c(C#N)cc2c(=O)n3cccc(C)c3nc21 | -11
32 | C[N+](C)(C)CCCCCC[N+](C)(C)C | -8&0
33 | O=C1NC(=S)N/C1=C\c1ccc([N+](=O)[O-])o1 | -2
34 | CCN(CC)c1ccc(/C=C(\C#N)c2nn(CCO)c(N)c2C#N)cc1 | 1
35 | CN(c1ncccc1CNC(=O)C1Cc2ccccc2O1)C1CCCCC1 (stereo unspecified) | -12
36 | COc1ccc(-c2ccc(SCCN3CCCCC3)nn2)cc1 | -8
37 | O=C(O)c1cn(Cc2ccccc2)cc2c(=O)n(-c3ccccc3)nc1-2 | -2
38 | Cc1ncc(C)c(N2CC[C@@H](N3CCN(CCc4ccccc4)CC3)[C@H](O)C2)n1 | -16
39 | O=S(=O)(c1ccccc1)c1ccccc1Nc1ccccc1 | -3
40 | CCNc1cc(NCCNC(=O)c2ccc(Br)o2)nc(C)n1 | -5
41 | Cc1ccc(S(=O)(=O)CC(=O)Nc2ncn[nH]2)cc1 | -4
42 | COc1cc(NC(=O)[C@@H](C)N2Cc3ccc(NCC(C)C)nc3C2=O)cc(OC)c1 | 7
43 | CCOc1cc(C(=O)Nc2c3c(nn2-c2ccccc2C)CS(=O)(=O)C3)cc(OCC)c1OCC | -5
44 | O=C(NCCN1CCCC1)C1CCCN(S(=O)(=O)N2CCOCC2)C1 (stereo unspecified) | -7
45 | NC(=O)c1csc(C(=O)NC2CC2c2cccc(Cl)c2)c1 (stereo unspecified) | -10
46 | Cc1ccc(S(=O)(=O)NC(=O)c2cccc3c2OCCO3)s1 | -11
47 | O=C(O)CNC(=O)/C(=C/c1ccc([N+](=O)[O-])cc1)NC(=O)c1ccccc1Cl | -7
48 | O=C(NCc1ccc(O)cc1)N1CCCC1Cc1ccccc1 (stereo unspecified) | -10
49 | Cc1cc(NC(=O)CSc2nnc(N3CCCC3)n2-c2cccc(Cl)c2)on1 | -11
50 | NC(=O)c1cccc(CNC(=O)c2ccc(Cl)s2)c1 | 6

Further entries.
# | compound | mcGAS RapidFire
51 | FC(F)Oc1ccc(CNCc2cccnc2N2CCOCC2)cc1 | -8
52 | CCOc1ccc(NC(=O)CC(=O)N2CC[C@H](O)[C@@H](O)C2)cc1 | -4
53 | Cc1cc(N(C)C)nc(Nc2ccc(NC(=O)C3CCCCC3)cc2)n1 | -11
54 | O=C(CN1C(=O)C(Oc2ccccc2)C1c1ccccn1)N1CCN(CCO)CC1 (stereo unspecified) | -4
55 | CCc1cnc(N2CCC(Cc3nnc(SC)n3C)CC2)nc1 | -16
56 | Cc1cc(C(C)(C)CC(C)(C)C)ccc1OCCOCC[N+](C)(C)Cc1ccccc1 | -11&-4
57 | CC(C1CCNCC1)N1CCCC1 (stereo unspecified) | -13
58 | CC(=O)c1ccc(OCC(=O)NCCOc2cc(N3CCCCC3)ncn2)cc1 | 0
59 | CCn1ncnc1C(C)NC(=O)CN1CCC(C)=N1 (stereo unspecified) | -10
60 | O=C(NCCC(F)(F)F)c1coc(N2CCNC2=O)n1 | -4
61 | Cc1cc(C(=O)NCc2cccnc2-n2ccnc2)cc2sc(N)nc12 | -4
62 | COc1ccc(CNCC(=O)Nc2cccc(C)c2C)c(OC)c1 | -38
63 | Cc1cc(C)n(CCNC(=O)CN2CCN(c3ccc4c(c3)OCCO4)C2=O)n1 | -6
64 | COc1cccc(-c2nnc(SCC(=O)O)n2-c2ccccc2C)c1 | -32
65 | CCC1CN(C)c2ccccc2CN1C(=O)Nc1cccc(-c2nnco2)c1 (stereo unspecified) | 4
66 | N#Cc1ccc(CN(Cn2nc3ccccn3c2=S)CC(F)(F)F)cc1 | -13
67 | O=C(Cc1nc2ccccc2n1C(=O)c1ccccc1)N1CCOCC1 | -1
68 | COc1ccc2c(c1)CC(NCC(=O)NC(C)C)CC2 (stereo unspecified) | -22
69 | COCCn1c(C)cc(O)c(C(c2cccc(OC)c2)N2CCC(Cc3ccccc3)CC2)c1=O (stereo unspecified) | -5
70 | CCCc1nnsc1C(=O)Nc1nc2c(OC)ccc(C)c2s1 | 2
71 | C/C=C/CS(=O)c1nncn1-c1ccccc1OC (stereo unspecified) | -4
72 | O=[N+]([O-])c1ccc(O)c(C=NCCC2=CCCCC2)c1 | -2
73 | O=C(Nc1ccccc1OCCOc1ccccc1)C1COCCO1 (stereo unspecified) | -16
74 | CC(C)N(CCNC(=O)C1CCN(c2ccc3nnc(C(F)(F)F)n3n2)CC1)C(C)C | -11
75 | CN1CC(c2ccccc2)Oc2ccccc2C1=S (stereo unspecified) | -6
76 | Cc1cc(C2CCC2)nc(N2CCNC(C(=O)O)C2)n1 (stereo unspecified) | 7
77 | COc1ccc(-n2cc(-c3ccccc3)nc2NC(=O)CNCC2CCCO2)cc1OC (stereo unspecified) | -7
78 | Clc1cc(Cl)cc(NC2=NCCCCCC2)c1 | -9
79 | CNC(=O)c1cc(Nc2nnc(-c3ccc(C)c(S(N)(=O)=O)c3)c3ccccc23)ccc1OC | 1
80 | Cc1cc(NC(=O)NC(c2cccs2)C2CCCC2)n(C)n1 (stereo unspecified) | -17
81 | Cc1ccc2nc(NCC3CCCO3)n3c(-c4ccc(F)cc4)nnc3c2c1 (stereo unspecified) | -8
82 | O=C(Nc1ccc2c(c1)OCO2)c1cccnc1OCC(F)(F)F | -1
83 | CCC(CO)N(Cc1cccnc1)C(=O)c1ccc(C(F)(F)F)[nH]c1=O (stereo unspecified) | 6
84 | CC(C)(C)NCc1cccc(Oc2ncccn2)c1 | -48
85 | O=S(=O)(NCC1CCN(C2CC2)C1)N1CCOCC1 (stereo unspecified) | -8
86 | CCO[C@H]1COC[C@@H]1NCC(=O)Nc1ccc(Cl)c(OC)c1 | -5
87 | CCCN1C(=S)c2ccccc2C1c1ccccc1 (stereo unspecified) | -20
88 | COc1cccc(C2c3[nH]c4ccccc4c3CCN2C(=O)Cc2cscn2)c1OC (stereo unspecified) | -9
89 | Cc1ccc(OCCN(C)c2ccccc2)cn1 | -4
90 | CCN(CC)C(=O)C1=C(C)N(C)C(=S)NC1c1ccccc1F (stereo unspecified) | 10
91 | COC(=O)CC(C)(C)NC(=O)Nc1c(C)cc(Br)cc1C | 2
92 | O=c1c(C2OCC3(CO2)CC2C=CC3C2)coc2ccccc12 (stereo unspecified) | 1
93 | Cc1ncc(CC(=O)N2CCC(c3[nH]ncc3-c3ccccc3C)CC2)c(=O)[nH]1 | -26
94 | CC(=O)Nc1ccc(SCc2ccc(C(F)(F)F)cc2)nn1 | 8
95 | Cc1ccc(-n2c(Cc3nc(C)cs3)nnc2SCC(=O)O)cc1 | -11
96 | NC1CCN(CCCc2ccccc2)CC1 | -2
97 | CCCOC(=O)c1csc2nnsc12 | -11
98 | CCOC(=O)c1coc(N2CCC(O)(c3ccc(C)cn3)CC2)n1 | -19
99 | Cc1ccc(-n2c(=O)[nH]c3c(C(N)=O)nc(-c4cccc(C)c4)nc32)cc1 | -7
100 | O=C1Cc2cc(N3CC(C(=O)O)CC3=O)ccc2N1 (stereo unspecified) | -13

Next records.
# | compound | mcGAS RapidFire
101 | CCCCN(C)C(=O)c1sc(=O)[nH]c1C | -13
102 | CC(=O)NC1CCN(Cc2nc(-c3cccc(Oc4ccccc4)c3)oc2C)C1 (stereo unspecified) | -11
103 | O=[N+]([O-])c1nn(Cc2c(Cl)cccc2Cl)cc1Br | -5
104 | COc1ccc(/C=C2N=C(/C=C/c3cccc(Cl)c3Cl)OC\2=O)cc1OC(C)=O | -4
105 | Cc1ccc(Cl)cc1NC(=O)Cn1c2ccccc2c(=O)c2ccccc21 | 2
106 | NS(=O)(=O)c1ccc(CNC(=O)Cc2ccc(C(F)(F)F)cc2)s1 | -34
107 | CCC#CCN1CCOc2c(O)cc(-c3nc(C)cnc3C)cc2C1 | -13
108 | CCc1nc(CN2CCOc3c(O)cc(-c4cccc(Cl)c4)cc3C2)no1 | -30
109 | C=C(C)COc1ccccc1C(=O)N1CCOC(CCOC)C1 (stereo unspecified) | -21
110 | Cc1cc(C(=O)Nc2ccc3nc(N4CCN(C)CC4)sc3c2)on1 | -2
111 | Cc1c(-c2ccccc2F)[nH]c2ccc(CNC(=O)CCc3cn[nH]c3)cc12 | -13
112 | CCc1csc(NC(=O)C(C)(C)NC(=O)OC(C)(C)C)n1 | -10
113 | O=C(NCc1ccco1)C1CCN(S(=O)(=O)NCc2ccccc2)CC1 | -17
114 | CCc1nnc(CN2CCCc3c(F)ccc(F)c32)o1 | -2
115 | O=C(O)c1ccccc1Nc1cccc(C(F)(F)F)c1 | 6
116 | CC1CCN(Cc2nnnn2CCCC(=O)N(C)CC2CCOCC2)CC1 | -1
117 | CCCCCCCCCCCCOS(=O)(=O)O | 12
118 | O=C1OCCN1CCSc1n[nH]c(C2CCCC2)n1 | -9
119 | COc1ccc(CCC2CCN(C(=O)c3ccc(=O)[nH]c3)CC2)cc1 | -16
120 | CCc1cccc2sc(NC(=O)c3ccccc3[N+](=O)[O-])nc12 | -8
121 | Cc1cc(C(=O)Nc2ccc(C(C)C)cc2)no1 | 1
122 | CCn1nnc2c(=O)n(Cc3ccc(C(=O)OC)cc3)cnc21 | -4
123 | O=C(O)c1cc2sc(Nc3ccccc3)nc2s1 | 2
124 | CC1(C(=O)NCc2ccc(C(F)(F)F)cc2)CCN1Cc1c(F)cccc1F (stereo unspecified) | -14
125 | Cc1ccc(NC(=O)CCOC(C)C)c(CN(C)C)c1 | -4
126 | CCC(NC1CCN(c2ccccc2F)CC1)c1ccccn1 (stereo unspecified) | -14
127 | CCCn1nc(C)c(C(=O)NCc2cc(F)cc3c2OCOC3)c1C | -3
128 | CN(C(=O)CSCC(=O)N1CCOCC1)c1ccccc1F | 5
129 | CCOC(=O)c1[nH]c(C)c(C(=O)OCC)c1C | 1
130 | CC(C)(C)OC(=O)N1CCc2cc(NC(=O)C(=O)NC3CC3)ccc21 | -5
131 | COCCn1c(C)csc1=Nc1cccnc1 | -3
132 | OC(c1ccc(CN2CCCC2)cc1)c1ncc(-c2ccccc2)[nH]1 (stereo unspecified) | -7
133 | COc1cccc2c1OCCCN(Cc1nc(-c3ccc(OC)c(OC)c3OC)no1)C2 | 9
134 | Cc1cc(C)c(-c2csc(N)n2)c(C)c1 | -15
135 | CCNC(=O)[C@@H]1C[C@H](N)CN1C(=O)Cc1ccccn1 | -10
136 | O=c1c2ccsc2ncn1Cc1nc(-c2cccs2)no1 | -15
137 | CCN(CC)S(=O)(=O)c1cc([N+](=O)[O-])ccc1NN=C1C=C(C)CC1 | -2

Bioassay records from PubChem.

Not all compounds are listed (hit frequency here may not be typical).
